# Source: PubChem (Sanford-Burnham Center for Chemical Genomics)
# SENP6 block = SENP6 protease inhibitors, primary screen, biochemical, luminescence, uHTS | Recombinant SENP6 catalytic domain, aminoluciferin luminescence | hit rate 1.8% among 330,000 | Sentrin-specific protease 6 (Homo sapiens), Q9GZR1 | AID 2599, 2010 | inhibition, % at 10 µM;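 active = inhibition above about 50% at the single tested dose, limit read from the data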;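 also: plate controls were DMSO wells with enzyme for no effect and DMSO wells lacking enzyme for full effect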
# SENP8 block-1 = SENP8 protease inhibitors, primary screen, biochemical, luminescence. inhibition, % at 10 µM. purified SENP8, Z-RLRGG-aminoluciferin cleavage. Sentrin-specific protease 8 (Homo sapiens), Q96LD8. hit rate 1.2% among 330,000. AID 2540, 2010; in the data active = inhibition above about 50%
# Target sequence (Q96LD8 whole entry, looked up): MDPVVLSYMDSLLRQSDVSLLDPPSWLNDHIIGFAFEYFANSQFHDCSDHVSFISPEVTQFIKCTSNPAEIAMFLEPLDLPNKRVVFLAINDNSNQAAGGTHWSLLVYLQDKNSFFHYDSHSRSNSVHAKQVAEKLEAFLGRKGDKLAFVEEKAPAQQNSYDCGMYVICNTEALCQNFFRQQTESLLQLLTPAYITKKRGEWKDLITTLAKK
# PfG6PD inh = PfG6PD enzyme inhibitors, primary screen, biochemical, fluorescence intensity, uHTS | PfGluPho enzyme, NADPH resazurin-diaphorase fluorescence | inhibition, % at 20 µM | hit rate 0.78% among 350,000 | AID 504690, 2011;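 active = inhibition reaching at least a set limit at 20 µM in the primary screen, cut at about 59% in these data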;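 also: 0% = DMSO wells with substrate and 100% = DMSO wells lacking glucose-6-phosphate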
# HKDC1 inh = HKDC1 hexokinase inhibitors, primary screen, biochemical, fluorescence, uHTS | Q2TB90 | inhibition, % at 20 µM | recombinant HKDC1, G6PDH/diaphorase resazurin coupled fluorescence | hit rate 0.16% among 340,000;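 active = inhibition above about 35% when tested at 20 µM, limit read from the data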;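 also: plate controls were DMSO wells with enzyme for no effect and DMSO wells lacking enzyme for full effect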
#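 Test system: recombinant HKDC1 (HK5) hexokinase enzyme, produced in-house / Doses: 20 µM test compound, 1% DMSO / Timing: 90 min, room temperature / Detection: G6PDH/diaphorase-coupled fluorescence, 1 mM NADP, 100 µM resazurin, 525/613 nm / Control set: DMSO wells with and without enzyme mix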
# SENP8 block-2 = human SENP8 protease inhibitors, primary screen, biochemical, fluorescence, Nedd8 protein substrate, uHTS | hit rate 0.64% among 360,000 | AID 602440, 2012 | inhibition, % at 20 µM | recombinant SENP8; in the data active = inhibition mostly above about 40%, no sharp cut-off; inactive = mostly below about 27%
# Apaf1 inhib = inhibitors of human Apaf-1 apoptosome, primary screen, biochemical, DEVD-Rh110 fluorescence, uHTS. Apoptotic protease-activating factor 1 (Homo sapiens), O14727. reconstituted apoptosome caspase-3 activity. inhibition, % at 20 µM. hit rate 0.71% among 330,000; active = inhibition of at least 40% at 20 µM;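 also: plate controls were DMSO wells for no effect and DEVD-CHO caspase inhibitor wells for full effect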
#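 System: Apoptosome proteins | Medium: Hepes pH 7.5 with detergent and BSA | Also added: Cytochrome c trigger plus (Z-DEVD)2-Rh110 caspase-3 substrate | Incubation: 30 min compound preincubation, 50 min activation, room temperature | Detection: Rhodamine 110 fluorescence at Ex 480/Em 540 nm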
# SENP1 FRET inh = human SENP1 catalytic domain inhibitors, primary screen, biochemical, FRET, uHTS; hit rate 0.21% among 360,000; inhibition, % at 10 µM; Sentrin-specific protease 1 (Homo sapiens), Q9P0U3; recombinant SENP1 catalytic domain, CyPet-SUMO1-YPet FRET cleavage;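 active = inhibition at least 30% at 10 µM, raw YFP signal under a set limit, fluorescence ratio 0.5 to 1.5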;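 also: 0% = enzyme with DMSO and 100% = no enzyme wells; some results filed as inactive read as strong as hits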
# Target sequence (Q9P0U3 419-644 limits assumed): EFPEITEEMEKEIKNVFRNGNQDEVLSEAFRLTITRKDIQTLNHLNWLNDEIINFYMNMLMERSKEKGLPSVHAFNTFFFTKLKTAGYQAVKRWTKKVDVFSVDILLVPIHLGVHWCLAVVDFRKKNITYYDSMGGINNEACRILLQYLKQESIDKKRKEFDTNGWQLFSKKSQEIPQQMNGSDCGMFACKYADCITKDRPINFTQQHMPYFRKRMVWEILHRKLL
#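 Test system: human SENP1 catalytic domain; medium: Tris pH 8 buffer plus EDTA, NaCl, BME, BSA, NP40, catalase; incubation: 50 min reaction at room temperature; technique: FRET, CFP and YFP emission; controls: no-enzyme low control and enzyme-plus-DMSO high control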
# SENP7 block = SENP7 protease inhibitors, primary screen, biochemical, luminescence, uHTS. Sentrin-specific protease 7 (Homo sapiens), Q9BQF6. recombinant SENP7, Z-RLRGG-aminoluciferin luminescence, 40 min. inhibition, % at 5 µM. hit rate 1.5% among 330,000;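 active = inhibition above about 50% at the single test dose, limit read from the data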;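 also: plate controls were DMSO with enzyme for no effect and no enzyme buffer wells for full effect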
# Target sequence (Q9BQF6 706-1050 limits assumed): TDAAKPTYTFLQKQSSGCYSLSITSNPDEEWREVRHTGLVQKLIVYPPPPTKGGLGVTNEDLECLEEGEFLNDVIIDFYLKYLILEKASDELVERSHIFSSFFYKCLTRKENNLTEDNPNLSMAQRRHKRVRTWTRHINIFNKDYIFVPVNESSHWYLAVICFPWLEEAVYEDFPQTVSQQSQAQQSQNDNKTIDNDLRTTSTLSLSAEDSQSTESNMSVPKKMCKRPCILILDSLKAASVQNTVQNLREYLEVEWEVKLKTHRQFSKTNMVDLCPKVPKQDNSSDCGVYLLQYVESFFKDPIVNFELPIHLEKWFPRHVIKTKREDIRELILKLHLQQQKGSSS
# Active calls of the source: *; . = not tested or not shown; & = joins results of further samples. This is a random part of the collection; 3.6% or so of the library scored in one or more.
SMILES	SENP6 block	SENP8 block-1	PfG6PD inh	HKDC1 inh	SENP8 block-2	Apaf1 inhib	SENP1 FRET inh	SENP7 block
O=S(=O)(c1c(Cl)cc(Br)cc1Cl)N1CCN(C(=S)NC2CC2)CC1	-5	3	-11	-2	10	2	0	-9
CCC(C(=O)NCc1ccc(C)o1)n1nc(C)c2c(C)n(-c3ccccc3)nc2c1=O (configuration not stated)	-3	-8	4	-6	1	-1	1	10
C=CCC(NC(=O)Cc1ccccc1)C(=O)NCCC (configuration not stated)	-10	1	-5	-5	10	-17	0	0
CC(=O)Nc1ccc(S(=O)(=O)N2CCC(C(=O)NCCC(=O)Nc3ccccc3)CC2)cc1	-4	-9	-2	-5	7	-6	4	23
COc1ccc(N(C(=O)Cn2nnc3ccccc32)C(C(=O)NC(C)(C)C)c2ccc(OC)c(O)c2)cc1 (configuration not stated)	-2	-4	-8	-7	6	-3	3	-8
COc1cccc(-c2csc3nc[nH]c(=O)c23)c1	-13	-5	-12	-2	12	14	0	3
CCN1CCN(CCn2c(=S)[nH]c3cc4c(cc3c2=O)OCO4)CC1	4	4	8	4	4	8	3	5
COc1ccc(CNC(=O)C(Cc2ccccc2)n2cccc2)cc1 (configuration not stated)	15	-6	-2	-2	15	-14	-1	-1

# Taken from above (two entries):
SMILES	SENP6 block	SENP8 block-1	PfG6PD inh	HKDC1 inh	SENP8 block-2	Apaf1 inhib	SENP1 FRET inh	SENP7 block
O=S(=O)(c1c(Cl)cc(Br)cc1Cl)N1CCN(C(=S)NC2CC2)CC1	-5	3	-11	-2	10	2	0	-9
CCC(C(=O)NCc1ccc(C)o1)n1nc(C)c2c(C)n(-c3ccccc3)nc2c1=O (configuration not stated)	-3	-8	4	-6	1	-1	1	10

# Further records
SMILES	SENP6 block	SENP8 block-1	PfG6PD inh	HKDC1 inh	SENP8 block-2	Apaf1 inhib	SENP1 FRET inh	SENP7 block
CCOC(=O)c1c(N2C(=O)CC(Sc3ccccc3C(=O)O)C2=O)sc2c1CCCC2 (configuration not stated)	5	2	-21	-2	9	17	-11	2
Cn1c(S(=O)(=O)c2ccc([N+](=O)[O-])cc2)nc(Br)c1Br	-5	-3	-1	0	32	-10	2	2
O=C(CCc1nc(-c2ccccc2F)no1)NC1CCCCC1	-8	0	-3	-8	11	-9	3	4
O=C(CN1CCN(S(=O)(=O)c2ccc(F)cc2)CC1)Nc1ccc(F)cc1F	1	2	-5	-4	10	11	0	-7
COc1ccccc1CNC(=O)CSc1ccc(-c2cccs2)nn1	2	4	21	13	18	2	1	1
O=C(Nc1ccc(N2CCOCC2)cc1)NC1CCCCC1	-29	-13	-8	-7	7	-6	0	-4
COc1ccc(Cn2c(C)c(C)c(C#N)c2NC(=O)Nc2ccc(Cl)cc2)cc1	2	-2	-15	4	17	-1	-3	0
CCOc1cc(C(=O)NCC2CCCO2)cc(OCC)c1OCC (configuration not stated)	-17	0	-7	-12	21	-16	-1	0
O=C(O)CCCCCN=C1CCc2ccccc2N1	.	.	-14	7	-2	.	-1	.
COc1cc(-c2nnc3n2CCCCC3)cc(OC)c1OC	-6	-12	14	-5	16	4	-1	-4
S=C(N/N=C/c1ccc2c(c1)OCO2)NC1CC2CCC1C2 (configuration not stated)	-16	-3	4	2	2	3	4	9
COc1ccc(Cl)cc1C(=O)N1CCN(Cc2ccc3c(c2)OCO3)CC1	-3	-8	-12	0	6	-2	2	10
COC(=O)c1ccc(NC(=O)C(=O)NCC2CCCO2)cc1 (configuration not stated)	-4	-3	-1	0	21	5	1	3
CN(Cc1nc(Cc2cccc(C(F)(F)F)c2)no1)C1CC(C)(C)NC(C)(C)C1	-1	5	3	-7	1	7	2	1
CC(C(=O)O)c1ccc(-c2ccccc2)c(F)c1 (configuration not stated)	10&46	4&33	-8&-14	-5&-8	6&12	11&-2	-1&2	-9&-4
O=C(C[n+]1cn(C(F)F)c2ccccc21)c1ccc(OC(F)F)cc1	-12	-2	4	2	12	-2	1	12
Cc1ccc(S(=O)(=O)CCC(=O)Nc2nnc(-c3ccco3)o2)cc1	-20	-12	-9	-4	9	-1	-1	5
O=C(O)c1ccc(Cn2c(=S)[nH]c3cc(Cl)ccc3c2=O)cc1	-8	-3	-19	5	8	4	0	3
COC(=O)c1ccccc1NC(=O)c1sc(Cl)nc1C	1	11	-2	-2	11	7	-1	-6
C=C(c1ccc2nc(NC(=O)OC)[nH]c2c1)c1cccs1	.	.	10	1	10	.	1	.
CC(=O)C1=NOC2C(=O)N(c3ccc(Cl)cc3)C(=O)C12 (configuration not stated)	1	3	-13	-3	8	5	3	6
CCC(CC)c1nnc(NC(=O)CN2C(=O)c3ccccc3C2=O)s1	-5	-12	-13	-5	7	87*	2	-2
CC(C)OC(=O)CC(=O)CSc1nc2c(c(-c3cccs3)c1C#N)CCC2	-12	0	4	5	-225	25	-23	-2
CCC(C)(C(=O)NC1CCCCC1)N(C(=O)C1CCC(=O)N1)c1ccccc1 (configuration not stated)	-10	-3	-11	1	8	-4	2	-4
O=C(Cc1c(O)c2ccccc2[nH]c1=O)NC1CCCCCC1	-7	-6	1	-9	-8	0	-3	-1
CC(NC(=O)c1ccccc1)C(=O)N/N=C/c1ccc(O)cc1 (configuration not stated)	5	-2	-4	-12	9	-9	4	1
Cc1[nH]c2ccccc2c1Cc1n[nH]c(=S)n1C	-18	-12	39	0	20	6	-2	-9
O=C(COC(=O)c1nsc(Cl)c1Cl)NC1CCCCC1	-5	-6	2	-7	2	-3	7	4
CN1CCN(CC(=O)N2c3ccccc3C(=O)Nc3cccnc32)CC1	-1	-2	.	.	.	25	.	-7
O=C(CCCN1C(=O)/C(=C\c2cccc(Br)c2)SC1=S)Nc1cccnc1	-20	2	6	15	13	20	1	0
Cn1c(SCC(=O)Nc2ccccc2)nnc1-c1ccc2nonc2c1	-1	2	-7	-1	-45	-8	4	3
NC(=O)c1ccccc1OCC(=O)N1CCc2ccccc2C1	-6	-1	0	3	9	-2	-1	-7
Cc1ccc(NC(=O)Nc2ccc3oc(C)nc3c2)cc1	22	-8	4	-1	15	-2	-2	13
O=C(Cn1cncc1-c1ccc([N+](=O)[O-])cc1)Nc1ccccc1F	-2	-7	7	-7	17	11	0	-7
Cc1c(NC(=S)NC(=O)c2cccc(Cl)c2)c(=O)n(-c2ccccc2)n1C	-2	6	-4	0	-1	-3	0	2
c1ccc2c3c([nH]c2c1)C(C1CCCCC1)N(Cc1ncc[nH]1)CC3 (configuration not stated)	2	-6	9	-5	-10	-3	-25	12
CN(C)C(=O)CN1C(=O)c2cccc3cccc1c23	-3	-8	2	-5	-156	4	-15	-17
COc1cc(/C=C2/C(=O)N=C(N)N2C)cc(OC)c1OC	-19	9	-4	6	-29	9	-6	8
c1ccc2c(c1)sc1nnnn12	-1	0	7	1	-1	3	-5	-1
CCC(=O)NC(=S)Nc1ccc(S(=O)(=O)NC2CCCCC2)cc1	-11	-2	6	2	10	13	1	2
COc1cccc(C(=O)Nc2ccc(NC(=O)C3CC=CCC3C(=O)O)cc2)c1 (configuration not stated)	7	-12	-26	1	5	-3	1	-15
CN(N=Nc1cccc([N+](=O)[O-])c1)c1cccc([N+](=O)[O-])c1	-15	-2	3	-10	22	-6	2	-2
CCOC(=O)C1(C)NC(c2cccs2)C2C(=O)N(c3ccccc3)C(=O)C21 (configuration not stated)	-5	-6	-4	-7	2	2	2	-6
Cc1ccc(C)c(CN2CCCNC2=O)c1	1	5	-1	5	11	-4	1	3
CN(C)S(=O)(=O)c1ccc(NC(=O)c2ccc([N+](=O)[O-])cc2)cc1	8	-4	10	-5	19	8	3	-2
CCOC(=O)Cc1csc(NC(=O)CSc2ccc(Br)cc2)n1	-8	-10	-17	6	9	11	-1	-2
CSC1=NC2(C)CCCCC2C12C=CC(=O)C=C2 (configuration not stated)	-13	0	42	4	36	-14	0	2
Cc1cc2nccnc2cc1C	.	.	8	-3	-1	.	-3	.
COc1ccc(Cl)cc1NC(=S)Nc1ccccc1F	-3	-9	3	0	6	6	6	-2
Cc1ccc(-n2nnnc2SCC(=O)NCC2CCCO2)cc1C (configuration not stated)	-9	-5	0	0	-4	8	-1	16
CCOC(=O)Cc1csc(NC(=O)COc2ccc3ccccc3c2)n1	-11	-2	2	8	10	7	1	-3
Cc1cc(C)cc(C(=O)Nc2nc3ccccc3[nH]2)c1	2	-24	0	3	-2	14	-1	-11
CCn1c(=N)n(CC(=O)c2cccc([N+](=O)[O-])c2)c2ccccc21	-4	-2	25	-4	26	-10	2	-2
Cc1ccc(C(=O)Oc2coc(CSc3nnc(NC(=O)C4CC4)s3)cc2=O)cc1	10	6	-13	-6	22	6	6	7
O=C(NC(=S)Nc1ccccc1)c1ccc(Br)o1	-17	-6	8	-9	12	-6	-1	-5
CCCCc1cc(=O)oc2cc(OCC(=O)Nc3cccnc3)c(Cl)cc12	-11	-4	-1	2	-106	-3	2	-7

# The list goes on:
SMILES	SENP6 block	SENP8 block-1	PfG6PD inh	HKDC1 inh	SENP8 block-2	Apaf1 inhib	SENP1 FRET inh	SENP7 block
Cc1ccc(Nc2nnc(SCc3nc4ccccc4c(=O)[nH]3)s2)cc1	-9	3	1	-7	4	-15	-17	0
CCOc1ccc(OCC)c(NC(=O)Cn2cccc2)c1	-8	-6	9	-1	20	-7	0	-3
COCCn1c(SCC(=O)NC2CCCCC2C)nc2ccccc2c1=O (configuration not stated)	15	2	-12	-3	7	0	1	3
CC1(C)CC(=O)c2c(S(C)(=O)=O)sc(Br)c2C1	-3	-4	-5	3	14	-10	-1	-10
Nc1ccc(Br)c2c1C(=O)c1ccccc1C2=O	-8	2	20	1	.	19	.	12
O=C(c1cccc(S(=O)(=O)N2CCCC2)c1)N1CCN(Cc2ccccc2)CC1	-17	-13	-7	-3	10	7	0	-10
Cc1c(Cl)cccc1NC(=O)COC(=O)C12CC3CC(CC(O)(C3)C1)C2	-14	-10	-10	-5	24	-1	0	-12
CCOC(=O)c1c(OCC)[nH]c2ccc(O)cc12	3	-7	-13	-3	6	4	1	-11
CSC1=NCCN1C(=O)c1ccc(Br)o1	2	6	0	-2	-4	-17	1	3
COc1ccccc1N(CC(=O)N1CCCCCC1)S(=O)(=O)c1ccc(C)cc1	4	7	-5	-1	12	10	1	4
COc1ccc(CN2C(=O)c3cccnc3C2Nc2cc(Cl)c(OC)cc2OC)cc1 (configuration not stated)	-11	-6	6	12	10	4	3	-8
CC1CCCN(C(=O)COC(=O)C2CCN(S(=O)(=O)c3c(Cl)cccc3Cl)CC2)C1 (configuration not stated)	-5	-1	4	-4	5	9	-1	-4
Cc1nc2ccc(Cl)cc2c(-c2ccccc2)c1C(=O)N(C)C	-1	-5	9	3	1	3	0	3
CC1(C)CC(/C=C/c2ccccc2)=Nc2ccccc2N1	0	2	-5	8	-4	-12	4	-6
